# MEKK2wt PB1 HTS = raises or lowers MEK5 binding to wildtype human MEKK2 PB1 domain | Q9Y2U5 | bead flow cytometry, Alexa488-MEK5 binding to MEKK2 WT; actives lie on both sides | binding response (% of control), % at 10 µM | 1.1% of 290,000 active | AID 1531; in the data active = binding response below about 67% or above about 130%
# GPR7 antagonist = blocks human GPR7 receptor signaling; AID 1861; GPR7-expressing cells, fluorescence antagonist assay; inhibition, % at 4.4 µM; 1.1% of 290,000 active; P48145; in the data active = inhibition above about 16%, passing the limit was not always enough;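 also: cells stimulated with the agonist NPW; 0% = agonist with vehicle and 100% = vehicle without agonist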
# Target sequence (P48145 whole entry, looked up): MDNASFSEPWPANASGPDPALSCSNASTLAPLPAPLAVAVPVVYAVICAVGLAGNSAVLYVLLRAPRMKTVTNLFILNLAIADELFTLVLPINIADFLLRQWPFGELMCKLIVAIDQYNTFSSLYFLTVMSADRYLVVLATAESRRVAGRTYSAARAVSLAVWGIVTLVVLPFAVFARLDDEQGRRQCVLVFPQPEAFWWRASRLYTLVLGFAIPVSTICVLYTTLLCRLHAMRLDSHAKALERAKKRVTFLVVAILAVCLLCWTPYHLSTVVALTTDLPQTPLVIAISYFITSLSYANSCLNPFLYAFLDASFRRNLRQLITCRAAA
# OXTR ag = agonists of human oxytocin receptor; 0.32% of 320,000 active; P30559; activation, % at 3 µM; CHO-OTR cells, Fluo-8 calcium fluorescence; normalized: DMSO 0%, oxytocin 100%;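 active = activation above the mean of all tested compounds plus 3 SD, cutoff set per screening run, cut at about 20% in these data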;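 also: peak over basal fluorescence ratio from a 100 s FLIPR kinetic read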
# Target sequence (P30559 whole entry, looked up): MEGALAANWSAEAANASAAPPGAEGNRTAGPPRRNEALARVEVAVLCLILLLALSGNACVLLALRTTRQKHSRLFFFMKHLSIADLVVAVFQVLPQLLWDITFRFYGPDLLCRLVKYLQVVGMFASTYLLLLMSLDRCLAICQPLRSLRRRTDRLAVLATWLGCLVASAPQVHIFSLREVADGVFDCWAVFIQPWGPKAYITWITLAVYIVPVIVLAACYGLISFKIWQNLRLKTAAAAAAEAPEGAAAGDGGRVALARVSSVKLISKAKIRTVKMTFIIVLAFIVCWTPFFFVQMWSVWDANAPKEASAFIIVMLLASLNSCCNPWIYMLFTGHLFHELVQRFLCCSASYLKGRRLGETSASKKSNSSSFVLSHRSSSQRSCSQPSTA
# MEKK3 PB1 HTS = raises or lowers MEK5 binding to the human MEKK3 PB1 domain; binding response (% of control), % at 10 µM; AID 1529; bead-based flow cytometry, Alexa488-MEK5 binding to MEKK3; actives lie on both sides; 0 = blocked by unlabeled MEK5, 100 = vehicle; 1.4% of 290,000 active;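 active = binding response more than 3 SD above or below the average of its plate-row segment, actives on both sides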;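 also: Alexa488 bead fluorescence after subtracting the streptavidin-only scavenger bead signal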
# FID counter = fluorescent intercalator displacement, NS3 helicase counter-screen | DNA fluorescent intercalator displacement, fluorescence | inhibition, % at 7.9 µM | 0.17% of 290,000 active | AID 1845; in the data active = inhibition above about 37%;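 also: 0% = vehicle and 100% = reference compound; higher means more ethidium bromide displaced from hairpin DNA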
# M18AAP inhibitor = PfM18AAP enzyme inhibition; recombinant PfM18AAP, H-Glu-NHMec fluorogenic cleavage; inhibition, % at 7.35 µM; 1.2% of 290,000 active;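 active = inhibition above the campaign mean inhibition over all tested compounds plus 3 SD, cut at about 28% in these data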;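 also: 0% = plate median of test compound wells and 100% = 2 mM ZnCl2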
# PHOSPHO1 block = inhibitors of human PHOSPHO1 phosphatase; Q8TCT1; recombinant PHOSPHO1, absorbance phosphatase assay; inhibition, % at 13.3 µM; 1.1% of 290,000 active; in the data active = inhibition above about 60%
# NALP1 yeast inh = NALP1 inhibition; S. cerevisiae NALP1/ASC/caspase-1 growth, X-gal OD620, 72 h; inhibition, % at 10 µM; 0.61% of 280,000 active; AID 2071; in the data active = inhibition mostly above about 24%, no sharp cut-off; inactive = mostly below about 32%; also: some compounds called inactive have numbers as strong as hits
# MEKK2 mut-MEK5 = signal of MEK5 binding to mutant human MEKK2 PB1 domain; bead flow cytometry, Alexa488-MEK5 binding to MEKK2 mutant; percent response, % at 10 µM; 0.35% of 290,000 active; AID 1530; in the data active = percent response above about 24%, passing the limit was not always enough; also: inactives centre near 1; some results filed as inactive read as strong as hits; reference of the scale not given here
# * marks the source's active call; other numbers are inactive results; . = no result given.
1) Cc1cc(N2CCN(S(=O)(=O)c3ccc4c(c3)OCCO4)CC2)n2ncnc2n1
2) CCc1ccc(-c2cc(N)n(-c3ccccc3)n2)cc1
3) COc1ccc(NC(=O)NCCN2CCN(c3ccc(C)cc3)CC2)c(Cl)c1
4) O=C(CCN1CCN(c2ccccc2F)CC1)Nc1ccc(F)cc1
5) O=C(NC1c2ccccc2-c2ccccc21)N1CCCCC1
6) CC(=O)C1=C(C)OC(N)=C(C#N)C1c1cccnc1 (configuration not stated)

assay / compound | 1 | 2 | 3 | 4 | 5 | 6
MEKK2wt PB1 HTS | 105.0 | 105.0 | 113.0 | 115.0 | 96.0 | 100.0
GPR7 antagonist | -11.4 | -17.6 | -5.6 | -3.2 | -2.1 | -14.6
OXTR ag | 2.9 | . | 0.3 | 0.6 | . | 0.1
MEKK3 PB1 HTS | 100.0 | 104.0 | 105.0 | 106.0 | 98.0 | 96.0
FID counter | -10.9 | -7.7 | 8.9 | -0.7 | -10.5 | 0.0
M18AAP inhibitor | -0.5 | 2.6 | 5.2 | -2.4 | 9.4 | 3.3
PHOSPHO1 block | 15.2 | -8.2 | . | 24.7 | 15.2 | 18.8
NALP1 yeast inh | . | 13.1 | -8.8 | -10.7 | 17.4 | 9.9
MEKK2 mut-MEK5 | 4.0 | 9.0 | 9.0 | 8.0 | 4.0 | -6.0

# Filtered by structure, those above with a halogen.
3) COc1ccc(NC(=O)NCCN2CCN(c3ccc(C)cc3)CC2)c(Cl)c1
4) O=C(CCN1CCN(c2ccccc2F)CC1)Nc1ccc(F)cc1

assay / compound | 3 | 4
MEKK2wt PB1 HTS | 113.0 | 115.0
GPR7 antagonist | -5.6 | -3.2
OXTR ag | 0.3 | 0.6
MEKK3 PB1 HTS | 105.0 | 106.0
FID counter | 8.9 | -0.7
M18AAP inhibitor | 5.2 | -2.4
PHOSPHO1 block | . | 24.7
NALP1 yeast inh | -8.8 | -10.7
MEKK2 mut-MEK5 | 9.0 | 8.0

# Filtered by structure: those above with a carbonyl joined to an NH by a bond outside any ring (three)
3) COc1ccc(NC(=O)NCCN2CCN(c3ccc(C)cc3)CC2)c(Cl)c1
4) O=C(CCN1CCN(c2ccccc2F)CC1)Nc1ccc(F)cc1
5) O=C(NC1c2ccccc2-c2ccccc21)N1CCCCC1

assay / compound | 3 | 4 | 5
MEKK2wt PB1 HTS | 113.0 | 115.0 | 96.0
GPR7 antagonist | -5.6 | -3.2 | -2.1
OXTR ag | 0.3 | 0.6 | .
MEKK3 PB1 HTS | 105.0 | 106.0 | 98.0
FID counter | 8.9 | -0.7 | -10.5
M18AAP inhibitor | 5.2 | -2.4 | 9.4
PHOSPHO1 block | . | 24.7 | 15.2
NALP1 yeast inh | -8.8 | -10.7 | 17.4
MEKK2 mut-MEK5 | 9.0 | 8.0 | 4.0

# Next entries follow.
7) CC(C)(C)NC(=O)COc1ccc(CNc2ncn[nH]2)cc1
8) CCOc1ccc(C2NC(=O)C(C#N)=C(S)N2c2ccc(C)cc2)cc1OC (configuration not stated)
9) O=C(CCCCCN1C(=O)c2ccccc2C1=O)Nc1nccs1
10) CCCCC1CCC(C(=O)OC(C)C(=O)Nc2ccc(NC(C)=O)cc2)CC1 (configuration not stated)
11) Cc1ccc(-c2cc(C(F)F)n3ncc(C(=O)NCc4ccco4)c3n2)cc1
12) Cc1ccc(-c2nn3c(C)nnc3s2)cc1NC(=O)CSc1ccc(Cl)cc1

assay / compound | 7 | 8 | 9 | 10 | 11 | 12
MEKK2wt PB1 HTS | 94.0 | 102.0 | 95.0 | 112.0 | 107.0 | 102.0
GPR7 antagonist | 0.5 | 0.4 | 12.3 | -22.8 | -10.6 | -4.7
OXTR ag | 1.1 | 5.3 | 4.1 | -0.9 | -2.0 | 0.7
MEKK3 PB1 HTS | 100.0 | 99.0 | 97.0 | 101.0 | 108.0 | 101.0
FID counter | -3.3 | -8.7 | 3.9 | -29.2 | -3.8 | -6.1
M18AAP inhibitor | 1.8 | 11.7 | -6.7 | 1.7 | 2.0 | 3.2
PHOSPHO1 block | 38.7 | 9.1 | 2.9 | 33.4 | 24.4 | 0.1
NALP1 yeast inh | 5.7 | -1.8 | -1.5 | 3.1 | -4.8 | 16.7
MEKK2 mut-MEK5 | -2.0 | 1.0 | -6.0 | 8.0 | 7.0 | 5.0

13) O=C(Cc1ccc(-n2c(=O)c3sccc3n(CC(=O)Nc3ccccc3F)c2=O)cc1)NCc1ccco1
14) CCOc1ccc(-n2c(SCC(=O)Nc3cc(OC)c([N+](=O)[O-])cc3C)nc3ccccc32)cc1
15) CCOC(=O)Cc1nnn(CC(=O)OCC)n1
16) COc1ccc(-n2c(=S)[nH]c3c(sc(=S)n3-c3ccccc3)c2=O)c(OC)c1
17) O=C(c1ccc(Br)o1)N1CCN(c2ccccn2)CC1
18) Cc1cccc(C)c1NC(=O)CNC(=O)CCC(=O)c1cccs1

assay / compound | 13 | 14 | 15 | 16 | 17 | 18
MEKK2wt PB1 HTS | 92.0 | 96.0 | 106.0 | 101.0 | 100.0 | 96.0
GPR7 antagonist | -17.3 | 3.9 | -9.1 | -0.9 | 1.8 | -3.1
OXTR ag | -0.4 | 0.4 | 1.7 | 0.8 | -0.2 | 0.6
MEKK3 PB1 HTS | 100.0 | 96.0 | 106.0 | 96.0 | 102.0 | 97.0
FID counter | -10.1 | -4.0 | -0.9 | -10.3 | -5.7 | -6.4
M18AAP inhibitor | 5.3 | -2.1 | -4.0 | 1.4 | -0.1 | -6.8
PHOSPHO1 block | -60.1 | 4.9 | 0.7 | 33.5 | -10.2 | -1.3
NALP1 yeast inh | 6.5 | 34.0 | 0.0 | -3.7 | -2.0 | .
MEKK2 mut-MEK5 | -5.0 | -3.0 | 7.0 | -5.0 | 0.0 | -2.0

19) COC(=O)Nc1ccccc1C(=O)N1CCCCC1
20) O=C(CCSc1ccc(Cl)cc1)NCc1ccccn1
21) CCc1ccc2c(c1)cc(CN(C(=S)Nc1ccccc1C)C1CC1)c1nnnn12
22) COC(=O)c1scc(C)c1N1C(=O)c2ccccc2C1=O
23) CC(=O)Nc1cccc(-c2nnc3c4ccccc4c(C)nn23)c1
24) O=C(COc1ccc(Cl)cc1)Nc1ccc(Cl)cn1
25) Cc1oc2cc(O)ccc2c(=O)c1Oc1ccccc1Br
26) O=C1CCN(c2ncccc2[N+](=O)[O-])CC1
27) COCCN1Cc2cc3cc(C)ccc3nc2SC1=Nc1ccc(OC)cc1

assay / compound | 19 | 20 | 21 | 22 | 23 | 24 | 25 | 26 | 27
MEKK2wt PB1 HTS | 99.0 | 101.0 | 105.0 | 100.0 | 91.0 | 109.0 | 93.0 | 97.0 | 93.0
GPR7 antagonist | -13.8 | 4.8 | -3.2 | -12.7 | 6.7 | -3.9 | 13.0 | 1.8 | -8.3
OXTR ag | 0.3 | -1.2 | -1.3 | -2.9 | -0.2 | -2.7 | 1.1 | -1.1 | -2.3
MEKK3 PB1 HTS | 99.0 | 103.0 | 103.0 | 102.0 | 97.0 | 105.0 | 92.0 | 100.0 | 100.0
FID counter | -1.7 | 1.3 | -2.5 | -4.1 | -0.9 | -3.0 | 10.8 | -5.0 | -7.2
M18AAP inhibitor | 2.5 | -2.3 | -4.7 | -1.1 | -1.9 | 1.5 | 0.6 | 4.4 | 3.9
PHOSPHO1 block | 40.4 | 31.2 | 21.5 | 20.3 | 14.8 | 15.5 | -10.0 | 8.1 | 10.2
NALP1 yeast inh | . | -4.9 | 24.7 | 11.0 | -15.2 | 14.5 | 21.5 | -11.2 | -8.9
MEKK2 mut-MEK5 | 2.0 | -10.0 | 4.0 | 1.0 | -10.0 | 5.0 | 2.0 | 1.0 | -5.0

# Random draw from the library; 6.2% or so of the library scored in one or more.
